Screening data from PubChem BioAssay.
NCOA3 inh = inhibits human SRC3 coactivator; actives 0.17% (n = 360,000); inhibition, % at 3.6 µM; HEK293 GAL4-SRC3 luciferase reporter, luminescence;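 active = inhibition above a per-campaign cutoff, the mean of all compounds plus 3 SD, cut at about 60% in these data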;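 also: 0% = DMSO-treated cells and 100% = gossypol-treated cells at 36 µM; higher means less SRC3-driven luciferase light from the GAL4 reporter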
NR2F2 inh = inhibitors of human COUP-TFII (NR2F2) | HEK293T NGFI-A luciferase reporter, luminescence | inhibition, % at 8.6 µM | actives 0.7% (n = 370,000) | AID 686940;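 active = inhibition above a per-plate cutoff, mean inhibition of test wells between control levels plus 3 SD, cut at about 38% in these data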;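 also: cells cotransfected with COUP-TFII expression vector driving the NGFI-A reporter; 0% = median of COUP-TF2 test wells and 100% = reporter-only cells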
Shn3 inh set2 = reduces Shn3 3'UTR luciferase signal in osteoblasts. Clone20 osteoblast Shn3 3'UTR firefly luciferase, 24 h. inhibition, % at 12.5 µM. actives 0.52% (n = 360,000);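 active = mean inhibition of at least 75% with every replicate also reaching 75%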;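 also: 0% = median of neutral control wells and 100% = pilot-screen positive control compound; some compounds past the cut are filed as inactive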
NR5A2 inv ag = NR5A2 inverse agonism in reporter assay. O00482. HEK293T StAR-luciferase reporter, LRH-1 transfected, 24 h. inhibition, % at 3.6 µM. actives 0.13% (n = 360,000);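 active = inhibition above the mean inhibition of all tested compounds plus 3 SD, cut at about 73% in these data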;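 also: 0% = DMSO wells and 100% = reporter-only cells lacking LRH-1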
TRAIL sens C8 = sensitizes caspase-8 expressing cells to TRAIL. NB7+C8 cells + TRAIL, ATPlite viability luminescence. actives 1% (n = 360,000). inhibition (viability loss, TRAIL sensitization), % at 10 µM;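 active = compounds causing at least 50% loss of cell viability in the single-dose screen, relative to plate controls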
EBV LMP1 NFkB = reduces LMP1-driven NF-kappaB luciferase signal. LMP1-induced NF-kappaB luciferase reporter cells, luminescence. AID 504558. actives 0.69% (n = 350,000). inhibition, % at 12.5 µM; in the data active = inhibition above about 41%;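 also: 0% = neutral control wells and 100% = reference inhibitor control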
CF NFkB inh = blocks PAF-induced NF-kB reporter in cystic fibrosis cells; actives 0.86% (n = 360,000); inhibition, % at 5 µM; KKLEB NF-kB-GFP reporter, GFP fluorescence overnight;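 active = at least 50% inhibition at 5 µM, scaled per plate between neutral and stimulator controls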;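 also: PAF is a Pseudomonas aeruginosa culture filtrate used as stimulus; plate controls were PAF-stimulated DMSO wells for no effect and unstimulated DMSO wells for full effect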
KKLEB tox = CF airway cell cytotoxicity counter-screen | KKLEB CF airway cells viability, ATPlite luminescence, overnight; active compounds read low; cells stimulated with P. aeruginosa culture filtrate | activity change (cytotoxicity), % at 5 µM | actives 0.36% (n = 360,000);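 active = corrected activity change at or below -50% at 5 µM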
TWEAK Fn14 block = blocks TWEAK-Fn14 interaction in a reporter cell assay; AID 1159606; inhibition, % at 10 µM; actives 2% (n = 360,000); TWEAK-stimulated Fn14 reporter cells, luciferase luminescence, 8 h; in the data active = inhibition above about 50%
TROY signal inh = TROY signaling inhibition | Q293 LMP1-TROYcd NF-kB luciferase reporter, 4 h | inhibition, % at 10 µM | actives 0.98% (n = 360,000) | AID 1347056;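 active = compounds whose plate-normalised and pattern-corrected inhibition of the luciferase reporter signal at the single screening dose is 50% or more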
SRC1 inh = inhibits human SRC1 coactivator; Q15788; inhibition, % at 3.6 µM; HEK293 GAL4-SRC1 luciferase reporter, luminescence; actives 0.12% (n = 360,000);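 active = inhibition above the campaign mean plus 3 SD, with each screening campaign given its own cutoff, cut at about 60% in these data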;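 also: 0% = DMSO treated cells and 100% = gossypol at 36 µM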
The depositor's hits bear a star; x = not tested or not shown.

Abbreviations – A = NCOA3 inh; B = NR2F2 inh; C = Shn3 inh set2; D = NR5A2 inv ag; E = TRAIL sens C8; F = EBV LMP1 NFkB; G = CF NFkB inh; H = KKLEB tox; I = TWEAK Fn14 block; J = TROY signal inh; K = SRC1 inh
CCc1nn(C(CC)C(=O)NCCc2ccc(OC)cc2OC)c(=O)c2cc3occc3n12 (stereo not drawn)
  A = 17	B = -11	C = -4	D = 8	E = -7	F = 7	G = -15	H = 4	I = -13	J = -17	K = -3

CCOC(=O)N1CCN(C2CCCN(C(=O)c3ccccc3N(C)C)C2)CC1 (stereo not drawn)
  A = 6	B = 11	C = 1	D = 7	E = -3	F = -2	G = -11	H = 12	I = 15	J = -26	K = -8

COC(=O)/C(C#N)=C/c1c(N2CCN(Cc3ccc4c(c3)OCO4)CC2)nc2c(C)cccn2c1=O
  A = 22	B = -7	C = 5	D = 12	E = -13	F = -1	G = 6	H = -8	I = 5	J = -8	K = -5

O=C(CNc1ccccc1-c1ccccc1)NCc1ccccc1
  A = 7	B = 0	C = -1	D = -21	E = 6	F = 3	G = 3	H = 12	I = 4	J = 4	K = 1

CCOc1ccc(CCNC(=O)CSc2cc(=O)n(C)c3ccc(Cl)cc23)cc1OCC
  A = 0	B = -11	C = -4	D = 15	E = -7	F = -6	G = 8	H = 2	I = -12	J = -1	K = -1

CCCN(C(=O)Cc1coc2cc(C)c(C)cc12)c1c(N)n(Cc2ccccc2)c(=O)[nH]c1=O
  A = 16	B = 16	C = -7	D = 16	E = -10	F = -3	G = -4	H = -2	I = -11	J = -4	K = -12

O=C(Cc1ccccc1)N1N=C(c2ccncc2)CC1(O)C(F)(F)F (stereo not drawn)
  A = 0	B = 12	C = 12	D = 10	E = 0	F = 5	G = -3	H = 12	I = 7	J = 8	K = 2

COc1ccc(OCCCC(=O)OC(C)C(=O)Nc2ccc(C)cc2)cc1 (stereo not drawn)
  A = -9	B = 1	C = 0	D = 23	E = -8	F = -11	G = -8	H = 14	I = -2	J = 8	K = -24

COc1cc(/C=N/NC(=O)c2cccnc2)ccc1OC(=O)c1ccc2c(c1)OCO2
  A = -2	B = 1	C = 0	D = -5	E = 1	F = -2	G = -10	H = -2	I = 2	J = -15	K = -13

COc1cc2c(cc1OC)C1=C(C#N)CN(CC(=O)O)CN1CC2
  A = -26	B = -6	C = 2	D = -1	E = -8	F = -3	G = -14	H = 11	I = 2	J = -2	K = 2

O=C(NCC1CCCO1)c1cnn2c(C(F)F)cc(C3CC3)nc12 (stereo not drawn)
  A = 4	B = 9	C = 5	D = 15	E = 11	F = 2	G = 25	H = -8	I = -18	J = 7	K = 12

CCC1CCCCN1CCCNC(=O)Cn1cc2c(n1)-c1c(oc(C(=O)N3CCCC3)c1C)CC2 (stereo not drawn)
  A = -16	B = 10	C = -12	D = 0	E = -8	F = 5	G = 6	H = -12	I = -1	J = -4	K = -19

CN(C)c1nc(N)nc(Cn2ccnc2)n1
  A = 3	B = 1	C = 2	D = 0	E = -13	F = -4	G = -12	H = 6	I = -18	J = 6	K = 6

Cc1ccc(NC(=O)CCC(=O)N/N=C/c2coc3ccccc3c2=O)cc1
  A = 14	B = 16	C = 8	D = -3	E = 3	F = -3	G = 11	H = -5	I = 11	J = 36	K = -3

CC(C)Cn1c(N)c(C(=O)NCCN2CCOCC2)c2nc3ccccc3nc21
  A = -7	B = 18	C = -1	D = 4	E = 4	F = 0	G = -11	H = 3	I = 4	J = 18	K = 1

COc1ccc(C(=O)NCCOc2cccc(Oc3ccccc3)c2)cc1OC
  A = -10	B = -2	C = -3	D = -20	E = 3	F = 0	G = -4	H = 9	I = 26	J = 12	K = -16

CCC(CC)c1nnc(NC(=O)C2=NNC(=O)CC2)s1
  A = 10	B = 9	C = 2	D = -1	E = -6	F = 0	G = 0	H = 4	I = -1	J = 3	K = -8

Cc1cc(C)cc(N(C(=O)Cc2cccs2)C(C(=O)NC2CCCCC2)c2ccccn2)c1 (stereo not drawn)
  A = 21	B = -1	C = 42	D = 7	E = 7	F = 3	G = 6	H = 14	I = 14	J = 6	K = 20

COc1ccc(NC(=O)C2=CC(c3ccc(C)cc3)=NS(=O)(=O)N2C)cc1
  A = -7	B = 1	C = -59	D = -5	E = 11	F = 0	G = -32	H = 5	I = -18	J = -4	K = 7

Cc1cc(C(=O)C(C)OC(=O)c2ccc(NC(=O)CC#N)cc2)c(C)n1-c1ccc(OC(F)F)cc1 (stereo not drawn)
  A = -11	B = 15	C = 22	D = 8	E = 12	F = 8	G = 6	H = -4	I = -12	J = 11	K = -5

Cc1nn(Cc2ccccc2)c(Cl)c1/C=C/C(=O)OC(C)C(=O)N1CCCC1 (stereo not drawn)
  A = 21	B = 12	C = 3	D = 0	E = 1	F = 3	G = -39	H = 15	I = -4	J = 8	K = 1

COc1ccc(Oc2cn[nH]c2-c2ccc(OCC(=O)NN)cc2O)cc1
  A = 3	B = 3	C = -1	D = -12	E = 6	F = 2	G = -20	H = 15	I = -22	J = 8	K = 12

Cc1cc(SCC(=O)N(C)CC(=O)Nc2ccc(F)cc2)nc2ccccc12
  A = 14	B = -8	C = 4	D = 15	E = 18	F = 0	G = 35	H = -2	I = 23	J = -7	K = 3

O=c1oc2ccccc2c2c1cnc1ccccc12
  A = 2	B = 6	C = -5	D = 1	E = -5	F = 1	G = -41	H = 18	I = -5	J = -8	K = -5

Cc1cc(SCNC(=O)c2ccccc2)nc(C(C)C)n1
  A = 9	B = -9	C = -1	D = 0	E = -1	F = 1	G = 10	H = 2	I = 11	J = 7	K = -11

The listing continues.
Abbreviations – A = NCOA3 inh; B = NR2F2 inh; C = Shn3 inh set2; D = NR5A2 inv ag; E = TRAIL sens C8; F = EBV LMP1 NFkB; G = CF NFkB inh; H = KKLEB tox; I = TWEAK Fn14 block; J = TROY signal inh; K = SRC1 inh
Cc1cc(C)nc(N/N=C/c2cn[nH]c2-c2ccccc2)n1
  A = 1	B = -12	C = -3	D = -5	E = -19	F = 2	G = 4	H = 3	I = 8	J = 16	K = 4

O=C(COC(=O)c1cc(Br)ccc1Cl)NC(=O)NCc1ccccc1
  A = -1	B = 12	C = 19	D = 7	E = -4	F = 1	G = -14	H = 15	I = -1	J = -34	K = 0

O=C(CNC(=O)c1ccncc1)Nc1ccc(F)c(F)c1
  A = 4	B = 8	C = 2	D = 10	E = -27	F = 7	G = -46	H = 28	I = -5	J = -15	K = -14

CCOC(=O)/C=C/c1ccc2c(c1)S(=O)(=O)N(c1cccc(OC)c1)[C@H]2CC(=O)OCC
  A = 10	B = -12	C = -2	D = 10	E = 1	F = 5	G = -22	H = -7	I = -20	J = -6	K = -6

O=C(N/N=C/c1cccs1)c1cccc(NC(=O)c2ccccc2Cl)c1
  A = 2	B = 11	C = -12	D = -19	E = 0	F = -5	G = -8	H = 8	I = -13	J = -10	K = -6

Cc1ccc(NC(=O)CCNS(=O)(=O)c2ccccc2)c(C(=O)c2ccccc2)c1
  A = 7	B = 15	C = 7	D = -28	E = -5	F = 2	G = 9	H = 3	I = -4	J = -3	K = 15

Cc1cc(C)n2ncc(-c3cccc(Br)c3)c2n1
  A = -4	B = -2	C = 11	D = -16	E = -16	F = -11	G = 21	H = -9	I = 20	J = -18	K = -20

O=C(NNC(=O)C1CCN(S(=O)(=O)c2c(Cl)cccc2Cl)CC1)c1ccccc1O
  A = -6	B = -7	C = -2	D = -4	E = 7	F = 5	G = 23	H = -6	I = -8	J = -8	K = 8

Cc1cc(NC(=O)CCC(=O)N(Cc2cccs2)C(C(=O)NC2CCCC2)c2ccncc2)no1 (stereo not drawn)
  A = 5	B = 2	C = 3	D = 19	E = -2	F = -2	G = -1	H = 3	I = 3	J = -5	K = -8

CCCNC(=O)C1(C)CCN(C(=O)c2cc(F)cc(F)c2)C1 (stereo not drawn)
  A = -18	B = -4	C = 16	D = -25	E = -8	F = x	G = 6	H = 6	I = -4	J = -2	K = -12

CCc1ccc(OCC(=O)N/N=C\c2ccco2)c([N+](=O)[O-])c1
  A = -17	B = -4	C = -35	D = -10	E = 2	F = -12	G = -15	H = 7	I = -6	J = 17	K = -23

Cc1cc(C(=O)OCC(=O)Nc2ccccc2Br)c(C)o1
  A = -4	B = 11	C = -20	D = -17	E = -2	F = -6	G = -17	H = 18	I = -3	J = -18	K = 3

O=C(NC1CCN(C(=O)Nc2ccccc2Cl)CC1)c1ccco1
  A = -1	B = 19	C = -4	D = -36	E = -6	F = -1	G = 1	H = -3	I = -6	J = 5	K = 10

Fc1ccc(-c2ccc(NCCN3CCOCC3)nn2)cc1
  A = -36	B = -11	C = -10	D = -43	E = -2	F = -11	G = 7	H = -11	I = -7	J = -15	K = -75

Cc1ccc2nsnc2c1NC(=S)NC(=O)c1ccco1
  A = 6	B = 14	C = 12	D = 24	E = -9	F = -9	G = -12	H = 5	I = 5	J = -3	K = 1

CC(=O)NCC(=O)NC1CCCc2c1cnn2-c1ccc(C(C)(C)C)cc1 (stereo not drawn)
  A = -9	B = 6	C = 15	D = -22	E = 12	F = -2	G = 1	H = -12	I = -11	J = -6	K = -33

COc1ccc(C2c3[nH]c4ccccc4c3C[C@H]3C(=O)N(C)CC(=O)N23)cc1OC (stereo partly drawn)
  A = 5	B = -3	C = 12	D = 1	E = -4	F = 12	G = -6	H = 0	I = -20	J = -3	K = -12

COC(=O)c1ccc(Cl)c(NC(=O)NC2CCCCC2)c1
  A = 9	B = 5	C = 20	D = 14	E = 12	F = -5	G = 11	H = -2	I = -10	J = 21	K = 12

CC(/C=C/C=C/c1ccccc1)=N/NC(=O)CNc1ccc(C)cc1
  A = 1	B = 7	C = 9	D = 9	E = -18	F = -4	G = -3	H = 3	I = -1	J = -8	K = -11

Cc1ccc(-n2[nH]c(C)c(/C=N/Nc3ccc([N+](=O)[O-])cc3[N+](=O)[O-])c2=O)cc1
  A = 12	B = -12	C = 10	D = -3	E = 26	F = 4	G = 40	H = -4	I = 7	J = 3	K = 2

One compound at a time, from the list above. Order of screens: NCOA3 inh	NR2F2 inh	Shn3 inh set2	NR5A2 inv ag	TRAIL sens C8	EBV LMP1 NFkB	CF NFkB inh	KKLEB tox	TWEAK Fn14 block	TROY signal inh	SRC1 inh
Record of `Cc1cc(C(=O)OCC(=O)Nc2ccccc2Br)c(C)o1` = -4	11	-20	-17	-2	-6	-17	18	-3	-18	3
Record of `Cc1cc(C)n2ncc(-c3cccc(Br)c3)c2n1` = -4	-2	11	-16	-16	-11	21	-9	20	-18	-20

An excerpt; count on the stated rates, not on these rows.
